Source: PubChem
Tn6 DDE FP: inhibitors of Tn6 peptide binding to human fibrin DD(E) | 0.21% of 370,000 active | inhibition, % at 8.3 µM | AID 720509 | Fibrin DD(E) TRITC-Tn6 fluorescence polarization displacement | P02675;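 active = inhibition above a per-campaign cutoff: mean of compounds within control limits plus 3 SD, cut at about 15% in these data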;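 also: 0% = median of all compound wells on the plate and 100% = blocking peptide control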
Target sequence (P02675 whole entry, looked up): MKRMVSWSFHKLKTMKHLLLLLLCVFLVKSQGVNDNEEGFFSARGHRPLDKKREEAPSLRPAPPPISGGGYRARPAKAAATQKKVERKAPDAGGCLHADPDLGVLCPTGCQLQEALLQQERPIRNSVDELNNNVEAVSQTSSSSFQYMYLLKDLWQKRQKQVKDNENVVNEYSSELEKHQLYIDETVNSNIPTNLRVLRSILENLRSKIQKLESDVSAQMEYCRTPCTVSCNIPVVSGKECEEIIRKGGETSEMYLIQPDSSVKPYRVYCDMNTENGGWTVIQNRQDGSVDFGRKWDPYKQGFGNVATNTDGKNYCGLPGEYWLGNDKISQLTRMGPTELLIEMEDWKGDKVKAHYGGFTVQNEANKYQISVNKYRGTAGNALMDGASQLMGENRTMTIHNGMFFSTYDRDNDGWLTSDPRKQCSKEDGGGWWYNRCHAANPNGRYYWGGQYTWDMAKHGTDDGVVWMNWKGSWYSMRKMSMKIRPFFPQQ
Tn7 DDE FP: disrupts Tn7 cyclic peptide binding to fibrin D-Dimer-E complex; FP displacement of FITC-Tn7 peptide from fibrin DD(E); 0% = median of compound wells per plate; 0.13% of 370,000 active; P02675; inhibition, % at 8.3 µM;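 active = inhibition above the mean of compounds falling within the control limits plus 3 SD of them, cut at about 14% in these data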;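 also: 0% = plate median of compound wells and 100% = 10 µM Aha-Tn7 peptide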
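assay system = human clot-derived fibrin DD(E) complex | quantity = Fibrin-DD(E) at 2 µM final | timing = 10 min preincubation, 3 h with tracer, room temperature | signal = fluorescence polarization | measure = percent inhibition | benchmarks = high control wells with 10 µM unlabelled Aha-Tn7 peptide (full inhibition) | replicates = singlicate testing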
LEDGF integ inh: blocks HIV-1 LEDGF/p75-dependent DNA integration. TR-FRET IN-LEDGF/p75 DNA integration, Eu/Cy5. inhibition, % at 3.7 µM. 0.64% of 370,000 active;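 active = inhibition above the screen-wide mean plus 3 SD, cut at about 13% in these data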;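 also: signal is the Cy5 over europium emission ratio at 671 and 618 nm; 0% = plate median of compound wells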
TCR-CD3 inh: inhibitors of human TCR-CD3 interaction; TAMRA-labeled TCR probe fluorescence, biochemical; inhibition, % at 9.4 µM; 0.37% of 360,000 active; in the data active = inhibition above about 19%;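 also: recombinant mutant TCR 2C K166C tagged with TAMRA read by polarization; 0% = receptor in buffer alone and 100% = receptor with positive control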
proKLK7 act: activates the human kallikrein-7 zymogen. purified proKLK7, EDANS-DABCYL substrate fluorescence; 100% is mature enzyme control, 0% vehicle. activation, % at 7 µM. 0.9% of 370,000 active. AID 652039;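 active = activation above the mean of all tested compounds plus 3 SD, computed per campaign excluding outliers beyond control limits, cut at about 13% in these data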
SIAE inh: human SIAE inhibition, primary screen; Q9HAT2; SIAE FP-Rh probe binding, fluorescence polarization; inhibition, % at 9.66 µM; 0.69% of 370,000 active;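 active = inhibition above a cutoff: mean of compounds within the control limits plus 3 SD of those, cut at about 17% in these data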;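 also: 0% = plate median of compound wells and 100% = probe without SIAE protein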
PRMT1 FP inh: blocks human protein arginine methyltransferase 1; Q99873; recombinant PRMT1, activity-based probe fluorescence polarization; inhibition, % at 2.79 µM; 1.3% of 370,000 active;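 active = inhibition above about 21% made by adding two undisclosed values, limit read from the data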
UHRF1 MBD2 ctr: UHRF1 methyl-DNA binding inhibition. inhibition, % at 4.4 µM. 0.75% of 370,000 active. Q96T88. UHRF1 binding to methylated oligo, TR-FRET; in the data active = inhibition above about 21%;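 also: UHRF1 SRA domain binding a hemimethylated CpG hairpin DNA probe; 0% = median of test compound wells and 100% = reference inhibitor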
TDP2 inh: blocks human TDP2 phosphodiesterase activity; AID 720702; 0.34% of 370,000 active; recombinant TDP2, T5PNP hydrolysis, p-nitrophenol absorbance 415 nm; O95551; inhibition, % at 12.8 µM;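 active = inhibition above the mean of all tested compounds plus 3 SD, set per campaign, cut at about 25% in these data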;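 also: 0% = DMSO with enzyme and 100% = buffer with substrate but no TDP2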
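Read-out basis: percent inhibition. System: recombinant human TDP2. Buffer or medium: Mg2+-containing Tris-HCl buffer, pH 7.5. Repeats: single replicate. Timing: reaction 2 h, 37 °C. Benchmarks: high control without enzyme, low control DMSO plus TDP2. Probe or stimulus: 5 mM T5PNP. Doses: 12.8 µM only. Measured by: epi absorbance of p-nitrophenol freed from T5PNP by hydrolysis.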
MBD2 DNA inh: MBD2-methylated oligo binding inhibition; Q9UBB5; TR-FRET, MBD2 binding to methylated oligonucleotide; inhibition, % at 4.4 µM; 0.31% of 370,000 active; AID 686964; in the data active = inhibition above about 13%
Target sequence (Q9UBB5 whole entry, looked up): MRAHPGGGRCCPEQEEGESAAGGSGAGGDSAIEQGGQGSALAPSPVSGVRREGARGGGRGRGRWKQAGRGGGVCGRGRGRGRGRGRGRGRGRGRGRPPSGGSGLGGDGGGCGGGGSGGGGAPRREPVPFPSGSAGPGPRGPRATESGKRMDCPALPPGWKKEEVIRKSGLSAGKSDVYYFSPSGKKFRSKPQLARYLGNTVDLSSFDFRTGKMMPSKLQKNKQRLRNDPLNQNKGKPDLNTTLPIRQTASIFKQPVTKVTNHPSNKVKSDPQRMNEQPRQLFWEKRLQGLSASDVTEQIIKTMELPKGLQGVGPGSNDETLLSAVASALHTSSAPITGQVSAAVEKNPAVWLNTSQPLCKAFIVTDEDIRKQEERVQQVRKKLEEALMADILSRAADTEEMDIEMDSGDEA
Active calls of the source: *; · = no result given.

1. Cc1cc(C(=O)COc2nncc3ccccc23)c(C)n1C
2. Cc1cn(C(=O)C(C)N2C(=O)c3ccccc3C2=O)c(C)n1 (configuration not stated)
3. O=C(O)c1cc(S(=O)(=O)N2CCCCC2)ccc1N1CCCCC1
4. COCCCNC(=O)c1cccc(NC(=O)c2ccccc2)c1
5. COC(=O)c1ccc2c(=O)n(CCCN3CCCC3=O)c(=S)[nH]c2c1
6. Cc1ccc(C(=O)OCC(=O)N2CC(C)CC(C)C2)cc1S(=O)(=O)N1CCOCC1 (configuration not stated)
7. Cc1ccc(N(CC2CO2)S(=O)(=O)c2ccc(C)cc2)cc1 (configuration not stated)
8. Cc1ccccc1NC(=O)c1c(C)cc(=O)oc1C
9. COCCNC(=O)c1cccc2c(-c3ccnn3C)coc12
10. CC1=C(C(=O)Nc2ccccc2)C(c2ccc(C(C)C)cc2)N2C(=O)CSC2=N1 (configuration not stated)

screen / no.	1	2	3	4	5	6	7	8	9	10
Tn6 DDE FP	4	-1	-2	6	-8	1	-5	-4	-5	2
Tn7 DDE FP	3	1	-2	8	-6	-7	-1	-1	3	-6
LEDGF integ inh	0	3	4	0	3	-2	-4	-1	2	1
TCR-CD3 inh	5	1	-1	0	-11	-7	-12	1	1	-1
proKLK7 act	-0.8	0.0	1.0	0.8	-0.6	0.2	-0.5	0.2	1.0	0.2
SIAE inh	6	-1	9	-13	-1	-1	5	-7	0	-9
PRMT1 FP inh	4	2	-1	0	-3	6	-1	5	-1	0
UHRF1 MBD2 ctr	-2	-1	0	-2	8	7	1	4	-3	2
TDP2 inh	17	4	-1	5	-17	13	-2	-13	7	-17
MBD2 DNA inh	-3	0	1	-2	-3	2	7	5	0	0

11. CCn1c2ccccc2c2cc(NC(=O)C(=O)NCC3CCCO3)ccc21 (configuration not stated)
12. CC(=O)Nc1ccc(N(C(=O)c2ccco2)C(C(=O)NC2CCCC2)c2ccc(N3CCOCC3)cc2)cc1 (configuration not stated)
13. COc1ccc(/C=N/Nc2nc(N3CCCC3)nc(N3CCCC3)n2)cc1
14. COC(=O)CCCn1cc(CN2CC(N3CCN(CCN(C)C)CC3)CS2(=O)=O)nn1 (configuration not stated)
15. O=C1COc2ccc(C(=O)COC(=O)COc3ccccc3[N+](=O)[O-])cc2N1
16. COc1ccccc1S(=O)(=O)Nc1ccc2cn[nH]c2c1
17. CN(C)c1ccc(NC(=O)c2ccc3nc[nH]c3c2)cc1
18. COc1ccc(OCCn2c(N)nc3ccccc32)cc1
19. CCOC(=O)c1c(-c2ccc(C)cc2)cn2ccccc12
20. Cc1coc2c(C)c3oc(=O)c(CCC(=O)N4CCC(C(=O)NCCCC(=O)O)(c5ccccc5)CC4)c(C)c3cc12

screen / no.	11	12	13	14	15	16	17	18	19	20
Tn6 DDE FP	2	5	8	-4	8	1	-1	-3	-13	-8
Tn7 DDE FP	-5	3	-2	4	1	-5	-3	6	9	-7
LEDGF integ inh	6	-1	3	-3	1	3	-10	-3	-3	0
TCR-CD3 inh	6	2	0	0	11	-6	-12	2	-9	10
proKLK7 act	-0.3	0.3	0.2	0.4	0.2	0.2	0.2	-0.6	-24	6.9
SIAE inh	1	-3	-3	-1	-2	-4	-5	0	1	5
PRMT1 FP inh	0	-4	-4	3	1	-3	11	-3	5	-3
UHRF1 MBD2 ctr	-2	2	-2	20	-1	1	2	-1	4	0
TDP2 inh	-1	3	5	-9	0	-1	-2	11	-18	-3
MBD2 DNA inh	-6	1	-5	9	2	-5	2	-2	5	0

21. O=C(NN=Cc1ccccc1C(=O)O)c1ccc(NS(=O)(=O)c2cccs2)cc1
22. CCC1CCCCN1Cc1ccc(N)cc1 (configuration not stated)
23. COc1cccc(CNc2ccc3[nH]c(=O)[nH]c3c2)c1OCc1ccccc1Cl
24. CCC(CO)Nc1cccc2c1S(=O)(=O)N(Cc1cn(Cc3ccc(Cl)cc3)nn1)Cc1ccccc1O2 (configuration not stated)
25. CCOC(=O)C1=C(CSc2nc3ccccc3s2)NC(=O)NC1c1cc(C)ccc1C (configuration not stated)
26. CCc1cc2c(=O)n(Cc3ccco3)c(SCC(=O)N3CCCc4ccccc43)nc2s1
27. CC(C)c1cc(CN2CCN(Cc3ccc(F)c(F)c3)C(CCO)C2)[nH]n1 (configuration not stated)
28. CCn1ccnc1CNC(=O)CC1C(=O)NCCN1Cc1ccccc1F (configuration not stated)
29. COc1ccc(C(C(=O)NC2CCCCC2)N(C(=O)CCl)c2ccccc2Cl)cc1 (configuration not stated)
30. Nc1nonc1-n1nnc(C(=O)N/N=C/c2cccnc2)c1CSc1ccc(Cl)cc1

screen / no.	21	22	23	24	25	26	27	28	29	30
Tn6 DDE FP	-7	-1	-3	5	-5	-8	-5	-2	-4	2
Tn7 DDE FP	6	-2	10	-5	4	-4	2	-2	3	4
LEDGF integ inh	-4	-4	-1	3	-1	6	-4	5	-2	-5
TCR-CD3 inh	-6	-1	2	·	-1	-1	7	4	-5	-7
proKLK7 act	-0.6	0.5	-0.5	0.3	-0.4	0.6	0.1	0.1	-0.1	0.2
SIAE inh	0	7	3	3	-9	-1	-3	6	0	-5
PRMT1 FP inh	11	4	14	-1	1	46*	6	-5	0	1
UHRF1 MBD2 ctr	2	4	1	8	1	-1	7	-3	1	3
TDP2 inh	-10	-6	6	-11	5	-5	-12	-10	-5	3
MBD2 DNA inh	3	1	5	-4	-5	-8	0	1	1	5

31. CN1CCN(C(=O)c2ccc(CNS(=O)(=O)c3ccc(F)c(Cl)c3)cc2)CC1
32. O=C(NCc1ccco1)C1CCN(c2nc3ccccc3n2Cc2ccc(F)cc2)CC1
33. CC1(C)CC(=O)C=C(c2ccccc2F)C1=O
34. NC1=NC(=Nc2cccc(S(N)(=O)=O)c2)c2ccccc21
35. COc1ccc(OC)c2sc(NC(=O)c3ccc(S(=O)(=O)N(C)C)cc3)nc12
36. O=C(COc1ccccc1)Nc1c(Cl)ccc2nsnc12
37. O=C(CSc1nnc(Cc2cccs2)n1-c1ccc(Cl)cc1)NCc1ccc2c(c1)OCO2
38. COC(=O)c1cccc(S(=O)(=O)N2CCOCC2)c1
39. Cc1cccc(S(=O)(=O)Nc2nc3ccccc3nc2OC(C)C)c1
40. Cc1ccc(C2C(C#N)C(C#N)N3CCCN23)cc1 (configuration not stated)

screen / no.	31	32	33	34	35	36	37	38	39	40
Tn6 DDE FP	3	3	5	-4	9	-3	-8	3	4	-5
Tn7 DDE FP	3	6	-14	-1	-6	-2	0	-6	-1	1
LEDGF integ inh	-2	3	0	1	5	0	1	5	3	-1
TCR-CD3 inh	-4	2	0	2	3	0	-3	5	4	13
proKLK7 act	-0.1	0.8	-0.4	0.5	-2.0	0.0	0.4	0.5	0.1	-0.3
SIAE inh	-1	0	4	-5	-8	6	3	5	8	0
PRMT1 FP inh	1	-1	-1	1	-3	0	-1	-2	-2	0
UHRF1 MBD2 ctr	3	1	-3	-2	0	-3	19	1	-2	-2
TDP2 inh	1	7	-6	4	5	10	0	-6	-10	-2
MBD2 DNA inh	2	1	-3	-1	-1	-2	7	-8	-6	-2

41. CCc1nc(SCC(=O)Nc2ccccc2OC)c2c(C)c(C)sc2n1
42. CNC(=O)COc1coc(CN2CCN(c3ccccc3OC)CC2)cc1=O
43. COc1ccc(CC(=O)NCC(=O)N/N=C/c2ccc(C)o2)cc1
44. Nc1ncnc(Nc2cccc(Cl)c2Cl)n1
45. O=C(O)c1ccc2c(c1)N(Cc1ccccc1)C(=O)c1ccccc1S2
46. COc1ccccc1CNC(=O)[C@H](C)NC(=O)C1CCN(C(=O)[C@H](CCSC)NC(=O)OC(C)(C)C)CC1
47. COc1ccc([C@H]2CC(=O)C=C(c3ccc(F)nc3)C2)cc1OC
48. COc1cc(C(=O)OCC(=O)NC23CC4CC(CC(C4)C2)C3)cc(OC)c1OC
49. CN(CC(=O)Nc1ccc(F)c(F)c1F)C(=O)c1cc(-c2ccncc2)nc2ccccc12
50. COC(=O)C[C@H]1C[C@H]2c3cc(NC(=O)C4CCC4)ccc3O[C@H]2[C@H](CO)O1
51. O=C(N1CCOCC1)N1CCN(CC(O)COc2ccc3ccccc3c2)CC1 (configuration not stated)

screen / no.	41	42	43	44	45	46	47	48	49	50	51
Tn6 DDE FP	-6	-3	0	5	-2	5	6	-11	-4	6	5
Tn7 DDE FP	6	0	-1	1	-1	1	7	0	-6	4	9
LEDGF integ inh	1	1	7	-3	-2	0	-3	-7	-2	-5	0
TCR-CD3 inh	6	4	7	12	3	9	-2	-12	-3	6	4
proKLK7 act	-0.6	0.6	-0.4	-0.2	0.1	0.6	-0.6	0.0	-0.3	0.2	0.3
SIAE inh	-11	4	4	3	3	3	5	10	-11	0	-3
PRMT1 FP inh	0	-3	1	-2	1	0	2	9	6	1	1
UHRF1 MBD2 ctr	0	-4	-2	-1	-1	-2	2	6	6	0	15
TDP2 inh	-1	5	-4	-9	2	-5	-8	-18	-25	8	-8
MBD2 DNA inh	0	2	-4	-7	2	1	-5	6	4	0	2

Gathered by group: the compounds so far containing two or more sulfur atoms (6)
21. O=C(NN=Cc1ccccc1C(=O)O)c1ccc(NS(=O)(=O)c2cccs2)cc1
25. CCOC(=O)C1=C(CSc2nc3ccccc3s2)NC(=O)NC1c1cc(C)ccc1C (configuration not stated)
26. CCc1cc2c(=O)n(Cc3ccco3)c(SCC(=O)N3CCCc4ccccc43)nc2s1
35. COc1ccc(OC)c2sc(NC(=O)c3ccc(S(=O)(=O)N(C)C)cc3)nc12
37. O=C(CSc1nnc(Cc2cccs2)n1-c1ccc(Cl)cc1)NCc1ccc2c(c1)OCO2
41. CCc1nc(SCC(=O)Nc2ccccc2OC)c2c(C)c(C)sc2n1

screen / no.	21	25	26	35	37	41
Tn6 DDE FP	-7	-5	-8	9	-8	-6
Tn7 DDE FP	6	4	-4	-6	0	6
LEDGF integ inh	-4	-1	6	5	1	1
TCR-CD3 inh	-6	-1	-1	3	-3	6
proKLK7 act	-0.6	-0.4	0.6	-2.0	0.4	-0.6
SIAE inh	0	-9	-1	-8	3	-11
PRMT1 FP inh	11	1	46*	-3	-1	0
UHRF1 MBD2 ctr	2	1	-1	0	19	0
TDP2 inh	-10	5	-5	5	0	-1
MBD2 DNA inh	3	-5	-8	-1	7	0

Complete entries, looked up by structure. Values in the order: Tn6 DDE FP | Tn7 DDE FP | LEDGF integ inh | TCR-CD3 inh | proKLK7 act | SIAE inh | PRMT1 FP inh | UHRF1 MBD2 ctr | TDP2 inh | MBD2 DNA inh
`COc1ccccc1CNC(=O)[C@H](C)NC(=O)C1CCN(C(=O)[C@H](CCSC)NC(=O)OC(C)(C)C)CC1` is listed as 5 | 1 | 0 | 9 | 0.6 | 3 | 0 | -2 | -5 | 1
`O=C(N1CCOCC1)N1CCN(CC(O)COc2ccc3ccccc3c2)CC1` (configuration not stated) is listed as 5 | 9 | 0 | 4 | 0.3 | -3 | 1 | 15 | -8 | 2

Compounds were not picked by outcome; about 4.6% have a hit in one of these screens.
